Compound activity deposited in PubChem by several laboratories.
Thrombin inh: human alpha-thrombin inhibitors, primary screen, counter-screen for coagulation protease inhibitor project, biochemical, 1536-well, fluorogenic AMC substrate | Prothrombin (Homo sapiens), P00734 | Boc-VPR-AMC fluorogenic substrate cleavage | inhibition, % at 5 µM | 0.26% of 220,000 active | AID 1046, 2008;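 active = inhibition at or above 40%; inactive = inhibition below 40%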;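 also: 0% = enzyme with no compound and 100% = wells without enzyme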
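Test system: human alpha-thrombin protein / Dosing: one concentration per compound, 5 µM, with 0.2% DMSO / Medium: pH 7.5 Tris-saline with Tween 20 / Benchmarks: no-compound enzyme wells and no-enzyme blanks / Read-out basis: percent inhibition of thrombin substrate cleavage / Timing: reaction at room temperature / Measured by: fluorescence, ex 355 nm, em 460 nm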
FXIa inh 1536: human FXIa protease inhibitors, primary screen, biochemical, 1536-well; purified FXIa, Boc-Glu-Ala-Arg-AMC fluorogenic substrate; inhibition, % at 5 µM; 0.14% of 220,000 active; AID 798, 2007;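 active = inhibition of at least 40%; inactive = inhibition below 40%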;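 also: fluorescence of freed AMC excited at 355 nm; 0% = enzyme without compound and 100% = no enzyme blank; many of its hits are not listed in these tables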
Target sequence (P03951 19-387 limits assumed): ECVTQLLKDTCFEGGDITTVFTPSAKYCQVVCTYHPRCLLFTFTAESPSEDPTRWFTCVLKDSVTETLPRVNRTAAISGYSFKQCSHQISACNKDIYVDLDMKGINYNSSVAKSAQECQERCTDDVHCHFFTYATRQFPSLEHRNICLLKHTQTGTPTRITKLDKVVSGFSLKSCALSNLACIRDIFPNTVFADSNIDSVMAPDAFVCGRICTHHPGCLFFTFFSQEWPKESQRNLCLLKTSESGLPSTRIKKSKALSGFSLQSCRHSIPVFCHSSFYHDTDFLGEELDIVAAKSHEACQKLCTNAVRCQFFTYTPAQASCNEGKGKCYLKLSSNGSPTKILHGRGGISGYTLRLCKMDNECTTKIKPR
Target sequence (P03951 388-625 limits assumed): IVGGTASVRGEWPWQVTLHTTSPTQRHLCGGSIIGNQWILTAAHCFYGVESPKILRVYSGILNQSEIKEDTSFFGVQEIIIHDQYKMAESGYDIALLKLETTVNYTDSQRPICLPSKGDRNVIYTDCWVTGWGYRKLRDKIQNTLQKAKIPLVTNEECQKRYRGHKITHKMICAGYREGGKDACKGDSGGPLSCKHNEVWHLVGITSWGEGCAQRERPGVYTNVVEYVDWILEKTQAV
FXIIa inh: human FXIIa protease inhibitors, primary screen, biochemical, 1536-well. inhibition, % at 5 µM. purified FXIIa, Boc-QGR-AMC fluorogenic substrate, 2 h. 0.3% of 220,000 active. Coagulation factor XII (Homo sapiens), P00748; in the data active = inhibition above about 40%;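 also: 0% = enzyme with no compound and 100% = blank without enzyme; many of its hits are not listed in these tables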
Runt-CBFb FRET: inhibitors of RUNX1 Runt–CBFb binding, primary screen, biochemical, FRET, Cerulean-Runt, Venus-CBFb, uHTS; 0.46% of 220,000 active; AID 1496, 2009; inhibition, % at 20 µM; Runt-related transcription factor 1 (Homo sapiens) + Core-binding factor subunit beta …; Cerulean-Runt/Venus-CBFb FRET ratio 530/480, 1 h;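 active = inhibition over about 50% at 20 µM in the single-dose screen, limit read from the data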;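 also: 0% = DMSO wells and 100% = excess unlabeled CBFb competitor control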
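Measured by: fluorescence energy transfer, 422 nm excitation, 530/480 nm emission; test system: Cerulean-tagged RUNX1 Runt domain (FRET donor) fusion protein; buffer or medium: Tris pH 7.5 buffer with BSA; compound: one dose, 20 µM compound, 1% DMSO; times: two 1 h room-temperature incubations shielded from light; benchmarks: unlabeled CBFb 5 µM, positive control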
Runt-SMMHC FRET: inhibitors of RUNX1 Runt–CBFb-SMMHC binding, primary screen, biochemical, FRET, Cerulean-Runt, Venus-CBFb-SMMHC, uHTS; AID 1434, 2008; Cerulean-Runt/Venus-CBFb-SMMHC FRET ratio 530/480, 1 h; inhibition, % at 20 µM; 0.74% of 220,000 active; Runt-related transcription factor 1 (Homo sapiens) + Core-binding factor subunit beta …;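 active = mean inhibition across duplicate retests at 20 µM reaching about 50%, limit read from the data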;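 also: 0% = DMSO wells and 100% = wells with excess untagged CBFb-SMMHC; inhibitors lower the FRET ratio by blocking Runt binding to CBFb-SMMHC; some results filed as inactive read as strong as hits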
Wee1 stabilizer: Wee1 degradation inhibitors, primary screen, cell-based, HeLa, Wee1K328M-luciferase, luminescence; reporter increase, % at 5 µM; AID 1321, 2008; 1.2% of 220,000 active; Wee1-like protein kinase (Homo sapiens), P30291; HeLa Luc-Wee1K328M stability; 100% = proteasome inhibitor MG132 effect;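 active = activation above the mean of all tested compounds plus 3 SD, set per screening run, cut at about 8.8% in these data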;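 also: cells exposed to compound for 20 h before luminescence read; 0% = DMSO alone and 100% = MG132 at 30 µM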
KLK5 inh: human KLK5 protease inhibitors, primary screen, biochemical, 1536-well | Kallikrein-5 (Homo sapiens), Q9Y337 | recombinant hK5, fluorogenic AMC substrate cleavage | inhibition, % at 5 µM | 0.59% of 210,000 active | AID 873, 2007;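 active = inhibition of 40% or more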;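 also: 0% = enzyme controls without compound and 100% = no-enzyme blanks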
14-3-3 Bad inh: inhibitors of 14-3-3 zeta/Bad binding, primary screen, biochemical, TR-FRET, bovine 14-3-3 zeta. 14-3-3 protein zeta/delta (Bos taurus), P63103. TR-FRET 14-3-3zeta/Dy647-pBad peptide displacement, 1 h. inhibition, % at 21.7 µM. 0.71% of 220,000 active. AID 781, 2007;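 active = inhibition above about 70%, limit read from the data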;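 also: 0% = full 14-3-3 plus peptide FRET controls and 100% = background without 14-3-3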
Target sequence (P63103 whole entry, looked up): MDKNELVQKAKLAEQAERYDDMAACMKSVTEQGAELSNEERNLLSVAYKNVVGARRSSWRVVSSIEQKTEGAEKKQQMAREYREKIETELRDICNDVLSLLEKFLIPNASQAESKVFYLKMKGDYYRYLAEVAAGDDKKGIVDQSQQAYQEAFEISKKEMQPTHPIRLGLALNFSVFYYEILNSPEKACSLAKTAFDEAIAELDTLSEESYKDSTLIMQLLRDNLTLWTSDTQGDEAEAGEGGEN
Hck Nef HTS: inhibitors of Nef-activated human Hck kinase, primary screen, biochemical, Z-Lyte FRET, 384-well, Hck-YEEI | Tyrosine-protein kinase HCK (Homo sapiens), P08631 | Recombinant Hck-YEEI plus Nef, Z-Lyte FRET kinase assay | inhibition, % at 20 µM | 0.68% of 220,000 active | AID 463187, 2010;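 active = Hck-Nef kinase inhibition above about 50%, limit read from the data; inactive = inhibition below that limit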;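 also: 0% = DMSO with Hck plus Nef and 100% = Hck alone without Nef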
Active calls of the source: *; x = no result given; [ ] = another dose, or the depositor's remark.

SMILES	Thrombin inh	FXIa inh 1536	FXIIa inh	Runt-CBFb FRET	Runt-SMMHC FRET	Wee1 stabilizer	KLK5 inh	14-3-3 Bad inh	Hck Nef HTS
CCOc1ccc(NC(=S)/C(=C(\[O-])c2ccc(C)c([N+](=O)[O-])c2)[n+]2ccccc2)cc1	4	20	32	7	2	-1	0	2	-3
N#Cc1ccc(NC(=O)Cn2c3[n+](c4ccc(C(F)(F)F)cc42)CCCCC3)cc1	2	5	11	-4	9	2	1	12	4
COc1ccc(C2(C(=O)Nc3nncs3)CCCC2)cc1	2	23	32	2	1	0	8	-11	-1
CCN(CC)S(=O)(=O)c1ccc(NCC2COc3ccccc3O2)c([N+](=O)[O-])c1 (stereo not drawn)	-7	-6	1	-1	0	0	-5	-3[fluorescence artefact?]	1
C=C(C)Cn1c(NCCOC)nc2c1c(=O)[nH]c(=O)n2C	-3	1	4	0	0	0	15	0	-1
CC1=C(C(N)=O)C(c2ccncc2)n2nc(-c3ccccc3Cl)nc2N1 (stereo not drawn)	1	4	23	1	2	3	5	1	18
CCN(CC)c1ccc(NC(=O)c2ccc(Br)o2)c(C)c1	-11	-1	5	13	18	2	-14	-2[fluorescence artefact?]	2
CC(=O)Nc1cccc(OCCCNC(=O)c2cccc3ccccc23)c1	0	-3	2	-2	-6	1	-9	2	-1
COc1ccc(C2CC(=O)C(C=NCCN3CCN(C(C)=O)CC3)=C(O)C2)cc1 (stereo not drawn)	3	7	11	-2	5	0	-10	-5[fluorescence artefact?]	14
CCOc1ccccc1N(CC(=O)NCC1CCCO1)C(=O)CCC(=O)Nc1ccccn1 (stereo not drawn)	5	5	9	-2	-4	3	-13	7[fluorescence artefact?]	3
Cc1ccccc1Nc1nc(N)nc(CN2C(=O)NC3(CCCCC3C)C2=O)n1 (stereo not drawn)	-5	0	12	-2	2	4	-23	-8[fluorescence artefact?]	-2
Nc1ccc(S(=O)(=O)NC(=O)c2ccccc2)cc1	x	12	6	-1	0	0	-10	6	2
COc1ccc(-c2cc(C(F)(F)F)n3nc(C(=O)NCc4ccco4)c(Cl)c3n2)cc1	-1	4	12	-9	-26	0	21	-7	0
COc1ccc(-c2noc(CSc3nnc(Cc4ccccc4)n3-c3cccc(C)c3)n2)cc1OC	0	-3	9	-4	3	-2	-2	-6	0
O=[N+]([O-])c1ccc2cn(-c3ccccc3)nc2c1	-3	4	-2	-2	2	2	-13	2[fluorescence artefact?]	4
C=CCn1c(SCC(=O)NCc2ccco2)nnc1-c1ccc2ccccc2n1	5	7	20	10	7	5	-9	-14	-7
COc1ccc(Cn2nnnc2C(c2ccncc2)N2CCOCC2)cc1 (stereo not drawn)	6	6	19	2	-2	5	-2	5	-1
CN(CC(=O)Nc1ccc(N2CCOCC2)cc1)C(=O)CC(c1ccccc1)c1ccccc1	1	0	8	-3	-1	10*	-4	12	20
Cc1ccc(NC(=O)c2cc(NC(=O)CCC(=O)O)ccc2N2CCCCC2)cc1	3	-2	8	0	-6	-3	1	-8	2
CS(=O)(=O)N1CCN(c2ccc([N+](=O)[O-])cc2C(F)(F)F)CC1	-12	4	5	7	2	3	-1	-6	-38
O=C1[C@@H]2C(Cc3ccc(O)cc3)NC3(C(=O)Nc4ccc(F)cc43)[C@@H]2C(=O)N1c1ccc(F)cc1 (stereo partly drawn)	4	6	15	2	3	3	-11	1	-1
O=C(Cc1ccccc1)c1nnc(-c2ccccc2)o1	15	-1	7	0	0	4	3	-5	23
O=c1nc2ccccc2c(NS(=O)(=O)c2ccccc2)n1-c1ccccc1	0	7	18	4	22	0	-5	13	5
Cc1ccccc1Cn1cc(C)c(=O)[nH]c1=O	2	-3	4	0	-1	1	-8	63	10
Cc1cccc(N2CCN(C(=O)Cn3cnc4c3c(=O)n(C)c(=O)n4C)CC2)c1C	-4	0	7	-1	4	2	-5	1	15

Taken from above.
`O=C(Cc1ccccc1)c1nnc(-c2ccccc2)o1` in FXIa inh 1536 shows -1
`Cc1ccccc1Cn1cc(C)c(=O)[nH]c1=O` in FXIIa inh shows 4

The list continues.
SMILES	Thrombin inh	FXIa inh 1536	FXIIa inh	Runt-CBFb FRET	Runt-SMMHC FRET	Wee1 stabilizer	KLK5 inh	14-3-3 Bad inh	Hck Nef HTS
COc1ccc(NC(=O)C2CCN(S(=O)(=O)c3cccc4cccnc34)CC2)cc1	-8	-8	2	-3	-1	1	10	-2	20
CCOC(=O)c1cc(-c2csc(N/N=C/c3ccccc3Cl)n2)on1	3	13	10	7	16	0	1	-3	8
COC(=O)[C@H](CCSC)NC(=O)Nc1cc(C)ccc1C	1	-1	3	-1	6	2	4	-2	4
CCN(C(=O)CSc1nncn1-c1ccccc1)c1c(N)n(Cc2ccccc2)c(=O)[nH]c1=O	-1	1	11	3	1	3	-14	-6	1
CCCc1noc2c1C(c1cc(Br)ccc1F)C(C#N)=C(N)N2 (stereo not drawn)	-10	-3	0	-1	2	-1	-7	4	1
O=C(c1cccc(F)c1)N1CCN(c2cccc(C(F)(F)F)c2)CC1	2	9	16	-2	0	3	6	5	5
CCOC(=O)c1cc(C#N)c(SCc2cccc3ccccc23)nc1C	0	17	25	1	1	0	-21	12[fluorescence artefact?]	1
COc1ccc(N(CC(=O)NCCC2=CCCCC2)S(=O)(=O)c2ccc(C)cc2)cc1	8	0	10	0	-2	-2	1	-8	3
CC(C)(C)c1ccc(OCC(=O)N/N=C/C2CC=CCC2)cc1 (stereo not drawn)	-2	-4	10	-3	-7	9	-2	-9	-8
Cc1cccc(/C(N)=N/OC(=O)N2c3ccccc3Sc3ccccc32)c1	0	-1	5	0	2	0	-10	-7[fluorescence artefact?]	-1
Cc1cccc(CCNC(=O)C2CCN(S(=O)(=O)c3c(C)noc3C)CC2)c1	4	3	17	0	-2	2	3	1	7
Cc1ccc(CC(=O)Nc2cc([N+](=O)[O-])ccc2F)cc1	-9	-4	6	x	x	1	-3	-2	13
Cc1cc(NS(=O)(=O)c2ccc(NC(=O)CN3C(=O)c4ccccc4C3=O)cc2)nc(C)n1	4	7	23	-1	-4	0	2	-2	0
CCC(C)(C)NC(=O)CN(C(=O)CCC(=O)Nc1cc(C)ccn1)c1ccc2c(c1)OCO2	-4	3	6	-1	111	-4	6	10	-1
COCCNC(=O)C(c1ccc(O)cc1)N(C(=O)CCC(=O)Nc1nccs1)c1cccc(C)c1 (stereo not drawn)	-11	0	6	-1	-1	-2	4	-6	26
Cc1ccccc1CSc1nn2c(=O)c(C)nnc2s1	-5	-2	x	1	-4	4	0	9	-13
O=[N+]([O-])c1ccc(Cl)c(/C=N/N2CCN(c3ccccc3)CC2)c1	0	-2	12	-2	0	-2	7	-1	-1
Cc1cc(C(F)F)n2ncc(C(=O)NCc3ccccc3F)c2n1	3	8	9	-3	1	-1	-1	0[fluorescence artefact?]	6
COc1ccccc1NC(=O)Oc1cccc(OC(=O)c2ccccc2)c1	4	7	13	2	-4	3	7	6	18
CCCn1c(=O)c(C(=O)NCc2ccccn2)c(O)c2ccccc21	-5	-4	15	-7	-3	2	-7	-4	-2
NC(=O)C1(N2CCCCC2)CCN(Cc2nc(-c3cccs3)no2)CC1	-5	-5	3	1	-1	4	-4	-1	14
COC(=O)C1=C(O)/C(=C\c2sccc2C)N=C1C	1	-1	4	-1	4	-1	-4	-2	2
O=C(CN1CCN(c2ccc(O)cc2)CC1)NC(=O)NCc1ccco1	-14	-5	3	24	16	1	-4	-9	0
CCOCCCNC(=O)CN1CCN(Cc2ccccc2C)C1=O	6	-8	-6	0	0	-2	11	-15	20
CCCCn1c(=O)cc(O)c2ccccc21	-6	-1	9	2	3	-3	-1	4	0
Additional records follow.
SMILES	Thrombin inh	FXIa inh 1536	FXIIa inh	Runt-CBFb FRET	Runt-SMMHC FRET	Wee1 stabilizer	KLK5 inh	14-3-3 Bad inh	Hck Nef HTS
CC(C)(C)c1ccccc1OCC(=O)Nc1ncn[nH]1	16	-8	16	1	-6	4	-106	-11	1
CCN(CC)C(=O)N1CCN(S(=O)(=O)c2ccc(C)cc2)CC1	3	3	20	1	2	-1	-25	-3	2
CC(=O)N1CCN(c2ccc(NC(=S)NC(=O)/C=C/c3ccccc3)cc2)CC1	-6	9	13	3	-5	-2	2	-8	1
COC(=O)C1=CN(Cc2ccc(OC)cc2)C=C(C(=O)OC)C1c1cccs1	13	40	23	16	39	-2	22	-3	25
CC(=O)Nc1ccc(NC2=Nc3ccccc3N3C2=Nc2c(c(C)nn2-c2ccccc2)C3c2ccccc2)cc1 (stereo not drawn)	5	3	22	-231	-282	-3	-3	-9[fluorescence artefact?]	0
Cc1ccc(C(=O)CSc2nc3cc(S(=O)(=O)N4CCOCC4)ccc3o2)cc1	-11	0	-4	10	6	1	-3	-8	-5
O=C(NNc1nc(Nc2ccccc2)nc(N2CCOCC2)n1)Nc1ccc(Cl)cc1	8	-1	8	0	0	1	0	-4	19
Cc1cccc(NC(=O)c2ccc3nsnc3c2)c1C	-4	1	7	-1	1	3	2	-11	37
O=C(Cc1ccc(Cl)cc1)NCc1ccccc1Cl	-6	0	11	-3	-4	3	-2	-14	22
COc1cc2c(cc1OC)C1C(C(=O)Nc3ccccc3N3CCN(C)CC3)c3ccccc3C(=O)N1CC2 (stereo not drawn)	-6	0	8	1	4	6	4	3	-15
CCOc1ccccc1-n1c(N)c(C(N)=O)sc1=S	-19	4	-3	4	-2	-2	-1	-7	-1
CSC1=NC(NCCCO)c2c(sc3c2CC(C)(C)OC3)N1 (stereo not drawn)	2	5	-13	-1	4	-1	5	-7	4
Cc1nnc(NC(=O)c2ccncc2)s1	-5	-11	-2	1	-1	-1	6	2	1
O=[N+]([O-])c1cccc(-c2n[nH]c(=S)n2-c2ccccc2)c1	-3	-2	4	6	8	0	-1	-5	17
CCc1ccc(-c2ccc(C(=O)O)cc2)nc1	10	11	30	-4	4	2	18	2	2
COCC(C)NC(=O)c1cc(-c2ccc(OC)c(OC)c2)on1 (stereo not drawn)	-4	-1	4	1	-3	2	-13	3	3
COc1cc(/C=N/Nc2nn3cnnc3c3ccccc23)cc(OC)c1OC	4	6	17	-2	2	3	-1	-6	1
